Bioassay records as filed in PubChem.
GIRK2 act – GIRK2 channel activators by thallium flux; P48051; HEK293 GIRK2/NPY4 cells, thallium flux fluorescence; activation (% efficacy), % for hits at 37.5 µM; 34,000 tested, under 10 active; AID 1259324;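 active means primary screen hit, no activity in plain HEK293 cells, and in GIRK2-only cells above 5% efficacy rising with concentration; inactive means the rest, including fluorescent compounds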;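 further: efficacy is normalized control-subtracted fluorescence 15 s after thallium addition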
Target sequence (P48051 whole entry, looked up): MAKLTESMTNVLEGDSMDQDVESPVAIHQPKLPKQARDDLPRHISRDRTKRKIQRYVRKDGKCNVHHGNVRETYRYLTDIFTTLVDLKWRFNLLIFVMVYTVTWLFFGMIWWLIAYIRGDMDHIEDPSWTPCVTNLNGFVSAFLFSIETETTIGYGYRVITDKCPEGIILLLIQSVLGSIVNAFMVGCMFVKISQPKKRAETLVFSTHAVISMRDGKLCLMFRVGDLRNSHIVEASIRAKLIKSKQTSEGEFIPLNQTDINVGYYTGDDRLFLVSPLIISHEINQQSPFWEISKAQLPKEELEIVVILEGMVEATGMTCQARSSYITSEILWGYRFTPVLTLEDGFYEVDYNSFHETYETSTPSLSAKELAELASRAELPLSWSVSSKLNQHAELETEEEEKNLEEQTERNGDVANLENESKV
Calls only; i = inactive. A portion of the library, so the mix of outcomes need not match the whole.

Start of the data: the first 2 records, ahead of the listing:
SMILES	GIRK2 act
O=C(NCC1COC2(CCCCC2)O1)c1ccccc1F (stereo not drawn)	i
Cc1ccc(C)c2c1sc(=NC(=O)C1CCCN(S(C)(=O)=O)C1)n2C (stereo not drawn)	i

This part in full, from the first entry:
SMILES	GIRK2 act
O=C(NCC1COC2(CCCCC2)O1)c1ccccc1F (stereo not drawn)	i
Cc1ccc(C)c2c1sc(=NC(=O)C1CCCN(S(C)(=O)=O)C1)n2C (stereo not drawn)	i
O=C(CCCCCn1c(=S)[nH]c2ccccc2c1=O)NCC1CCCO1 (stereo not drawn)	i
COc1ccc(-c2cn(CC(=O)Nc3cccc(OC)c3)nc2N(C)C)cc1	i
CC(C)(C)c1ccc(NC(=O)NCC2CCN(c3ccccn3)CC2)cc1	i
Cc1c(NC(=S)NC(=O)C2CCCCC2)c(=O)n(-c2ccccc2)n1C	i
COc1cccc(S(=O)(=O)NCCC(O)C2CC2)c1 (stereo not drawn)	i
CCc1cc(=O)oc2c(C)c(OCC(=O)OC(C)(C)C)ccc12	i
COCCN1CCC(CNC(=O)C(=O)Nc2cccc(SC)c2)CC1	i
COc1ccc2nc(-c3ccc(C)c(NC(=O)c4ccccc4OC)c3)cn2n1	i
O=C(NCC1CCN(C(=O)c2cccnc2)CC1)C(=O)Nc1ccc2c(c1)OCCO2	i
COc1ccc(-c2csc(NC(=O)CS(=O)(=O)c3ccc(OC)cc3)n2)cc1	i
O=C(Nc1ccc(S(=O)(=O)Nc2nccs2)cc1)c1csc(-c2cnccn2)n1	i
O=C(c1cc(-c2ccccc2)n[nH]1)N1CCN(Cc2nc(-c3ccccc3)cs2)CC1	i
CC(C)(C)C(=O)N1CCc2ccc(NC(=O)c3ccc(Br)o3)cc21	i
Cn1cccc1C(CNC(=O)C(=O)NCc1ccccc1)N1CCCCCC1 (stereo not drawn)	i
Cc1cc2ccccc2n1CCNC(=O)C1CC1	i
COCCN1CCC(CNC(=O)C(=O)Nc2cccc(Cl)c2C)CC1	i
COc1ccc(-c2nnc3ccc(OCCNC(=O)C4CCCC4)nn23)cc1	i
COc1ccc(-c2ccc(=O)n(CCCC(=O)NC(C)c3ccccc3)n2)cc1 (stereo not drawn)	i

16 compounds already listed, arranged by SMILES length, high to low:
SMILES	GIRK2 act
O=C(c1cc(-c2ccccc2)n[nH]1)N1CCN(Cc2nc(-c3ccccc3)cs2)CC1	i
O=C(NCC1CCN(C(=O)c2cccnc2)CC1)C(=O)Nc1ccc2c(c1)OCCO2	i
O=C(Nc1ccc(S(=O)(=O)Nc2nccs2)cc1)c1csc(-c2cnccn2)n1	i
COc1ccc(-c2csc(NC(=O)CS(=O)(=O)c3ccc(OC)cc3)n2)cc1	i
COc1ccc(-c2ccc(=O)n(CCCC(=O)NC(C)c3ccccc3)n2)cc1 (stereo not drawn)	i
Cc1ccc(C)c2c1sc(=NC(=O)C1CCCN(S(C)(=O)=O)C1)n2C (stereo not drawn)	i
COc1ccc(-c2cn(CC(=O)Nc3cccc(OC)c3)nc2N(C)C)cc1	i
CC(C)(C)C(=O)N1CCc2ccc(NC(=O)c3ccc(Br)o3)cc21	i
CC(C)(C)c1ccc(NC(=O)NCC2CCN(c3ccccn3)CC2)cc1	i
Cn1cccc1C(CNC(=O)C(=O)NCc1ccccc1)N1CCCCCC1 (stereo not drawn)	i
CCc1cc(=O)oc2c(C)c(OCC(=O)OC(C)(C)C)ccc12	i
COCCN1CCC(CNC(=O)C(=O)Nc2cccc(Cl)c2C)CC1	i
COCCN1CCC(CNC(=O)C(=O)Nc2cccc(SC)c2)CC1	i
COc1cccc(S(=O)(=O)NCCC(O)C2CC2)c1 (stereo not drawn)	i
O=C(NCC1COC2(CCCCC2)O1)c1ccccc1F (stereo not drawn)	i
Cc1cc2ccccc2n1CCNC(=O)C1CC1	i

Remaining list, next part
SMILES	GIRK2 act
COC(=O)c1ccc(NC(=O)Cn2cc(-c3ccc(C)cc3)c(N(C)C)n2)cc1	i
O=C(Cn1nc2ccc(SCc3ccc(Cl)cc3)nn2c1=O)Nc1ccc2c(c1)OCO2	i
COc1ccc(Cc2nnc(C3CCN(C(=O)c4cccc(N(C)C)c4)CC3)s2)cc1	i
Cc1cc(C)c(NC(=O)C(=O)NCC2CCN(C3CCCC3)CC2)c(C)c1	i
COc1ccccc1OCC(=O)Nc1ccc(OC)c(N2CCCCC2=O)c1	i
CCN1CCN(S(=O)(=O)CCNC(=O)c2ccccc2F)CC1	i
CCOC(=O)c1oc2ccccc2c1NC(=O)C1CCN(S(=O)(=O)c2ccc(OC)cc2)CC1	i
COc1ccc(-c2cc3c(=O)[nH]nc(SCc4ccc(N5CCCC5=O)cc4)n3n2)cc1OC	i
CC(=O)N1CCCc2cc(S(=O)(=O)N3CCN(c4ccc5nncn5n4)CC3)ccc21	i
CCCNC(=O)c1c(N)n(-c2ccc(C(=O)OC)cc2)c2nc3ccccc3nc12	i
Cc1ccc(C)c(N2CCN(S(=O)(=O)CCN3C(=O)CCCC3=O)CC2)c1	i
COCCn1nnn(-c2ccc(NC(=O)c3ccc(OC(F)(F)F)cc3)cc2)c1=O	i
COc1ccc(OC)c(CNC(=O)c2snc(-c3cccc(F)c3)c2N)c1	i
O=C(CCn1cnc2c(cnn2-c2ccccc2)c1=O)Nc1ccc(OC(F)(F)F)cc1	i
O=C(COc1ccc(Cl)cc1Cl)NCCn1nc(-c2cccnc2)ccc1=O	i
C#CC1(OCC(O)CN2CCN(C(=O)OCC)CC2)CCCCC1 (stereo not drawn)	i
O=c1c2cc(-c3ccc(F)cc3)nn2cnn1Cc1nc(-c2ccc(Cl)cc2)no1	i
Cc1nc2ccccn2c1C(=O)NCC(O)(c1cccs1)C1CC1 (stereo not drawn)	i
Cc1cc(=O)oc2cc(OCC3CCNCC3)ccc12	i
COCCNC(=O)Cn1nc2c(c1NC(=O)c1ccc(C(C)(C)C)cc1)CSC2	i
CCOCCn1c(=O)c2c(nc(-n3nc(C)cc3C)n2Cc2ccccc2F)n(C)c1=O	i
COc1ccc(NC(=O)CSC2=NC(C)(C)N=C2c2ccc(Cl)cc2)cc1OC	i
COC(=O)NCC(c1ccco1)N1CCN(c2ccc(OC)cc2)CC1 (stereo not drawn)	i
Cc1cc(C(=O)O)c2cccc(Cl)c2n1	i
COc1cc(C(=O)NCC(c2cccn2C)N2CCN(C)CC2)cc(OC)c1OC (stereo not drawn)	i
NC(=O)C1Cc2ccccc2N1C(=O)c1ccc(Cl)c([N+](=O)[O-])c1 (stereo not drawn)	i
COc1ccc(C(=O)NCC2(c3ccc(F)cc3)CC2)cc1OC	i
COCCNC(=O)Cn1nc2c(c1NC(=O)Cc1noc3ccccc13)CSC2	i
O=C(Nc1ccc2c(c1)OCO2)N1CCCC(c2nnc(Cc3ccccc3)s2)C1 (stereo not drawn)	i
O=C(NCc1ccsc1)c1ccc2c(c1)OCO2	i
COc1cc(C)c(C)cc1S(=O)(=O)NCC1CCN(C(=O)Oc2ccccc2)CC1	i
CCOC(=O)N1CCN(C(=O)CSc2c(C)cnc3c2c(=O)n(C)c(=O)n3C)CC1	i
O=C(Nc1ccncc1)c1ccc(S(=O)(=O)NCc2ccco2)o1	i
COc1ccc(-n2nnc(C(=O)Nc3nccs3)c2C)cc1	i
CCOc1ccc(NC(=O)C(=O)NCC2CCN(C)CC2)cc1	i
COc1nn(C)cc1-c1nnc(SCC(=O)NC2CCCC2)n1C	i
CCCCNC(=O)/C(C#N)=C/N1CCN(c2cccc(C(F)(F)F)c2)CC1	i
Cc1ccc(NC(=O)C(=O)NCc2ccco2)cc1N1CCCC1=O	i
O=C(Nc1cccc(N2CCCCC2=O)c1)c1cc(Cl)ccc1[N+](=O)[O-]	i
Cc1n[nH]c(C)c1S(=O)(=O)N1CCC(c2nnc(-c3ccco3)o2)CC1	i
COc1ccccc1N1CCN(C(=O)Cn2nc(C(=O)N3CCOCC3)cc2C)CC1	i
O=C(CCCSc1ccc(F)cc1)Nc1nnc(Cc2cccs2)o1	i
Cc1ccc2c(CC(=O)NCc3ccccn3)cc(=O)oc2c1	i
CCCc1nnsc1C(=O)Nc1ccc2c(C)cc(=O)[nH]c2c1	i
Cc1cc(NC(=O)Cc2cccc3ccccc23)ccc1N1CCCCC1=O	i
CCCOc1ccc2cc(S(=O)(=O)n3ccnc3)ccc2c1	i
CC(C)c1ccc(NC(=O)c2ccc(N3CCCCS3(=O)=O)cc2)cc1	i
COc1ccc(S(=O)(=O)CC(=O)Nc2nnc(-c3ccc(C)cc3C)o2)cc1	i
O=C(Nc1ccc(CC(=O)N2CCC(O)CC2)cc1)c1cc2ccccc2o1	i
Cc1ccc(OCC(=O)NCC(c2cccs2)N(C)C)cc1 (stereo not drawn)	i
CC(=O)Nc1ccc(S(=O)(=O)NCCn2nc(C)cc2C)cc1	i
O=C(COc1ncccn1)NCCCn1ccnc1	i
CCn1c(=O)c(C(=O)Nc2cccc(OC)c2)cc2cccnc21	i
Cn1nc(CNC(=O)c2ccccc2C(=O)c2ccccc2)c2ccccc2c1=O	i
CC(=O)N1CCc2ccc(NC(=O)c3cnccn3)cc2C1	i
COc1cccc(-c2cc(CC(=O)NCc3ccccc3)no2)c1	i
Cc1ccc(NC(=O)c2ccc(=O)n(CC(=O)Nc3ccccc3C)n2)cc1	i
COc1ccccc1-c1ccc(N2CCC(C(=O)Nc3ccc(C(C)=O)cc3)CC2)nn1	i
CC(=O)N1CCc2ccc(NC(=O)C3CC3)cc21	i
C#CCN1CCC(c2cccs2)CC1	i

Following part.
SMILES	GIRK2 act
O=C(NCC(c1cccc2ccccc12)N1CCCC1)c1ccc2c(c1)OCO2 (stereo not drawn)	i
Cc1cc(C)c(C#N)c(SCCC(=O)NCCc2ccccc2)n1	i
CC12CCC(C(=O)Nc3ccc(Cl)cn3)(OC1=O)C2(C)C (stereo not drawn)	i
O=C(NCC#CCN1CCc2ccccc2C1)NCc1ccc(Cl)cc1	i
O=C(CCc1ccccc1)NNC(=O)c1ccc(=O)n(Cc2ccccc2)c1	i
Cc1cc(=O)n(CC(=O)NCc2ccc(Cl)cc2)cn1	i
COC(=O)N1CCC(CNC(=O)Cc2cccc(OC)c2)CC1	i
CCCCNC(=O)Nc1ccccn1	i
Cc1ccc(Cl)cc1N1CCN(C(=O)c2ccc(N3CCCS3(=O)=O)cc2)CC1	i
CS(=O)(=O)N1CCC(C(=O)Nc2sccc2C#N)CC1	i
CCOc1cc(C2CC(=O)N3CN(Cc4ccco4)CSC3=C2C#N)cc(Br)c1O (stereo not drawn)	i
CC(O)(CNC(=O)NCc1cccc2ccccc12)c1ccc2c(c1)OCO2 (stereo not drawn)	i
CCc1ccccc1NC(=O)NC1(c2nc(-c3cnccn3)no2)CCCCC1	i
Cc1cccc(NC(=O)C(=O)NCC2(O)CCCC2)c1C	i
COc1ccc(C)cc1S(=O)(=O)NCCn1nc(-c2ccncc2)ccc1=O	i
Cc1ccc(NC(=O)CSc2ncc(-c3ccc(F)cc3)o2)c(Cl)c1	i
O=C1CN(Cc2ccco2)C2CS(=O)(=O)CC2N1c1cccc(Cl)c1 (stereo not drawn)	i
CCOc1ccccc1C(=O)NCCCN1CCOC(c2ccccc2)C1 (stereo not drawn)	i
Cc1nc(-c2cccs2)c(CCC(=O)N2CCN(c3ncccn3)CC2)s1	i
O=C(NCCc1ccccc1)C(=O)NCC1CCN(C(=O)COc2ccccc2)CC1	i
C#CCn1c(CCC)nc2ccccc21	i
COCCNC(=O)Cc1ccc(NC(=O)COc2ccc(Cl)cc2)cc1	i
Cc1nc(-n2cccc2)sc1C(=O)N1CCN(C(=O)c2ccco2)CC1	i
COCCNc1oc2c(c1-c1ccc(C(=O)OC)cc1)c(=O)oc1ccccc12	i
O=C(NCCCN1CCOC(c2ccccc2)C1)C(=O)NCc1cccs1 (stereo not drawn)	i
CN(C)S(=O)(=O)N1CCN(CCn2ccnc2)CC1	i
COc1cc(N2CCN(C(=O)Nc3ccccc3F)CC2)nc(OC)n1	i
CCOC(=O)Cn1c(=NC(=O)c2ccn(C)n2)sc2cc3c(cc21)OCO3	i
COc1cc(OC)c(NC(=O)Cn2c(=O)n(Cc3ccccc3)c(=O)c3nccnc32)cc1Cl	i
CC(C)(C)c1ccc(C(=O)Nc2nnc3n2CCCS3)cc1	i
O=C(NCc1ccccc1Cl)C1CCN(C(=O)Nc2cccs2)CC1	i
CCOC(=O)c1c(SCC(=O)Nc2nc3ccccc3s2)nc(=O)[nH]c1C	i
Cc1sc(NC(=O)c2ccc(F)cc2)c(CN2CCCCC2)c1C	i
COc1ccccc1NC(=O)N1CCC(CNC(=O)c2ccsc2)CC1	i
CNC(=O)C1Cc2ccccc2N1C(=O)Nc1ccc(OC)c(OC)c1 (stereo not drawn)	i
CCOc1cc(S(=O)(=O)N2CCN(CCO)CC2)c(OCC)cc1C	i
O=S(=O)(Cc1ccccc1Cl)NCC1CCN(S(=O)(=O)C2CC2)CC1	i
COc1cccc(N2CCN(C(=O)c3snc(-c4cccc(F)c4)c3N)CC2)c1	i
CCCc1c(C(=O)Nc2cccc(C(=O)OC)c2)nnn1-c1ccccc1	i
O=C(NC(c1ccccc1)c1ccccc1)c1csc(-c2cnccn2)n1	i
O=C(NCCc1ccccc1)NCCC(O)c1ccco1 (stereo not drawn)	i
CCN(CC)C(=O)Cn1c(C2CC(=O)N(c3cccc(OC)c3)C2)nc2ccccc21 (stereo not drawn)	i
O=C(c1cccc(F)c1)N(C(=O)N1CCCCC1)c1cccc(Cl)c1	i
CCNC(=O)CSc1nc(-c2ccccc2)c(NC(=O)CC2CCCC2)s1	i
CC(C)(C)NC(=O)N1CC2CC1C(=O)O2 (stereo not drawn)	i
CC(NC(=O)c1ccco1)c1nc2ccccc2n1Cc1ccc(Br)cc1 (stereo not drawn)	i
COc1ccc(NC(C)=O)cc1NC(=O)c1ccc(=O)n(Cc2ccc(F)cc2)n1	i
COCCCN1COc2ccc3c(=O)c(Oc4ccc(C(=O)OC)cc4)c(C)oc3c2C1	i
O=C(Nc1ccc(CC(=O)N2CCC(O)CC2)cc1)c1ccsc1	i
Cc1nnc(CNC(=O)C(C)n2nnc3ccccc3c2=O)o1 (stereo not drawn)	i
O=C(NCCC1=CCCCC1)C(=O)NCc1ccccn1	i
O=C(NCCc1ccccc1)C(=O)NCC1CCN(Cc2cccs2)CC1	i
O=S(=O)(Nc1ccc2c(c1)OCCO2)c1c(Cl)cccc1Cl	i
CCOC(=O)CNC(=O)CSC1=NS(=O)(=O)c2ccccc2N1	i
O=C(Cc1csc(NC(=O)c2ccc(=O)[nH]c2)n1)NCCc1ccc(Cl)cc1	i
